p47phox inh – p47phox (human) inhibition | p47phox/p22phox peptide binding, fluorescence polarization, 2 h | P14598 | inhibition, % at 24.7 µM | hit rate 0.53% among 220,000 | AID 1274;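 active = inhibition above about 30%, limit read from the data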;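 also: 0% = p47phox with labelled peptide and 100% = labelled peptide alone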
Mdm2 ligase inh – blocks human Mdm2 ubiquitin ligase activity. Q00987. cell-based MDM2 ubiquitination luciferase reporter, 2 h; 0 = plate control, 100 = twice control, blank-subtracted. signal enhancement, % at 5 µM. hit rate 0.11% among 210,000. AID 1230;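 active = signal enhancement of 30% or more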;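 also: luminescence tracks abundance of the self-degrading MDM2-luciferase fusion protein; higher signal means inhibition of MDM2 E3 ligase activity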
Target sequence (Q00987 whole entry, looked up, the tested form may be a part): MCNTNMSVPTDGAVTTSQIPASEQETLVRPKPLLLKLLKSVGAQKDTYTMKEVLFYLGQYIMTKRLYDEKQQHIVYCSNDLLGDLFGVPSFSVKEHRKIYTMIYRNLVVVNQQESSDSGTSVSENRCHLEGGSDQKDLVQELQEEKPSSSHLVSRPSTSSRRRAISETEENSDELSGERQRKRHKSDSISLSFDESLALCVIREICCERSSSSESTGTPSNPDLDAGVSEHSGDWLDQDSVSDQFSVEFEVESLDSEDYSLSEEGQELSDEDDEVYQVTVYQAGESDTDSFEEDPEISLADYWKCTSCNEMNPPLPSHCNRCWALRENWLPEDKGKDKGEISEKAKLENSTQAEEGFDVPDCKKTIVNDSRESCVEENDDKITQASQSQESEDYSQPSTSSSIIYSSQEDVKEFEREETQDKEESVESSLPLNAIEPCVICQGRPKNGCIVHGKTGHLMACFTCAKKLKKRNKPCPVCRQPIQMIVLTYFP
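Assay system: mammalian cells stably expressing self-ubiquitinating, self-degrading MDM2 E3–luciferase fusion. Quantity: 2000 cells in each well. Medium: DMEM culture medium. Compound dosing: single-point 5 µM. Timing: cell settling 4 h, compound treatment 2 h, both 37 °C. Technique: luciferase luminescence. Read-out basis: percent signal gain over controls, blank-subtracted. Benchmarks: plate controls and plate blanks.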
TbHK1 inh – blocks Trypanosoma brucei hexokinase 1 activity | recombinant TbHK1, G6PDH-coupled NADH A340 | inhibition, % at 10 µM | hit rate 0.11% among 220,000 | AID 1430;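 active = inhibition of 50% or more in the single-dose primary screen; inactive = inhibition below 50%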
Runt-CBFb FRET – Runt domain-CBFb interaction inhibition. AID 1496. inhibition, % at 20 µM. Cerulean-Runt/Venus-CBFb FRET ratio 530/480, 1 h. hit rate 0.46% among 220,000. Q01196+Q13951;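 active = inhibition over about 50% at 20 µM in the single-dose screen, limit read from the data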;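 also: 0% = DMSO wells and 100% = excess unlabeled CBFb competitor control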
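Assay system: Cerulean-Runt domain fusion protein, energy donor; Signal: fluorescence energy transfer, 422 nm excitation, 530/480 nm emission; Timing: 1 h compound exposure, room temperature; Control set: unlabeled CBFb; Medium: Tris buffer pH 7.5 with salts and BSA; Compound: single test concentration of 20 µM, 1% DMSO final; Probe or stimulus: Venus-CBFb 100 nM.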
L929 necroptosis – L929 zVAD cell death inhibition | L929 zVAD necroptosis rescue, ATP luminescence, 24 h; with zVAD 60 µM | viability rescue, % at 10 µM | hit rate 0.38% among 220,000 | AID 1377;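 active = activation, scaled between plate controls, above about 75%, limit read from the data; inactive = activation under that limit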;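 also: 0% = zVAD with DMSO and 100% = DMSO alone without zVAD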
EBV gp42 inh – blocks Epstein-Barr virus glycoprotein 42 binding. Fluorescence polarization binding assay, mP read-out. hit rate 0.42% among 220,000. inhibition, % (tested at 21.74 µM). AID 1085; in the data active = inhibition above about 50%
Runt-SMMHC FRET – inhibitors of human RUNX1 Runt domain binding to CBFb-SMMHC | Cerulean-Runt/Venus-CBFb-SMMHC FRET ratio 530/480, 1 h | inhibition, % at 20 µM | hit rate 0.74% among 220,000 | Q01196+Q13951;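 active = mean inhibition across duplicate retests at 20 µM reaching about 50%, limit read from the data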;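 also: 0% = DMSO wells and 100% = wells with excess untagged CBFb-SMMHC; inhibitors lower the FRET ratio by blocking Runt binding to CBFb-SMMHC; some results filed as inactive read as strong as hits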
14-3-3 Bad PPI – disrupts binding of bovine 14-3-3 zeta to phospho-Bad peptide; P63103; TR-FRET 14-3-3zeta/Dy647-pBad peptide displacement, 1 h; inhibition, % at 21.7 µM; hit rate 0.71% among 220,000;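 active = inhibition above about 70%, limit read from the data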;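 also: 0% = full 14-3-3 plus peptide FRET controls and 100% = background without 14-3-3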
Hck-Nef inh – inhibitors of human Hck kinase activated by Nef; AID 463187; hit rate 0.68% among 220,000; inhibition, % at 20 µM; Recombinant Hck-YEEI plus Nef, Z-Lyte FRET kinase assay; P08631;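 active = Hck-Nef kinase inhibition above about 50%, limit read from the data; inactive = inhibition below that limit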;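 also: 0% = DMSO with Hck plus Nef and 100% = Hck alone without Nef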
Target sequence (P08631 whole entry, looked up): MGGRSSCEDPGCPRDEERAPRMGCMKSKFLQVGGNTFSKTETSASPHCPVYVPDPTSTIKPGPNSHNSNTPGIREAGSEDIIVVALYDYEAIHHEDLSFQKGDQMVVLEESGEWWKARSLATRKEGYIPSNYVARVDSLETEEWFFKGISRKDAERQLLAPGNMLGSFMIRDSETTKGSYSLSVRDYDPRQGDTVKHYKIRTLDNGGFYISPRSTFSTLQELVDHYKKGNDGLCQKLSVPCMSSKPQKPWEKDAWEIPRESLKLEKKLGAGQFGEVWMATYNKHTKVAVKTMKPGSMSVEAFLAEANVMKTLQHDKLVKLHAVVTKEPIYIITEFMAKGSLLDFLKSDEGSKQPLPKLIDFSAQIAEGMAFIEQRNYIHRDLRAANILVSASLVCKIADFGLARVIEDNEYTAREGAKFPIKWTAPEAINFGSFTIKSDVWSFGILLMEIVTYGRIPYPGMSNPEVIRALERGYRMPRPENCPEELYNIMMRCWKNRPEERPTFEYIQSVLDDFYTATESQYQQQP
Starred values were filed as active, the others as inactive; / = no result given; [ ] = dose if it differs, or a comment. This is a random part of the collection, and some 3.2% of all compounds hit somewhere here.

SMILES	p47phox inh	Mdm2 ligase inh	TbHK1 inh	Runt-CBFb FRET	L929 necroptosis	EBV gp42 inh	Runt-SMMHC FRET	14-3-3 Bad PPI	Hck-Nef inh
COc1c(Cl)cc(Cl)cc1C(=O)Nc1ccc(NC(=O)c2cccs2)cc1	-7	-12	5	1	0.8	4	0	-5	-2
COc1ccc(S(=O)(=O)Nc2ccc(NC(C)=O)cc2)cc1OC	-11	0	-6	0	-0.2	-6	-3	-5	-1
O=[N+]([O-])c1c(NCCO)cc(N2CCC3(CC2)OCCO3)c2nonc12	-8	7	-14	-8	-0.2	0	-28	1	3
CCC1C(=O)Nc2nc(-c3ccccc3)c(-c3ccccc3)n2N=C1C (stereo not given)	-16	-8	-5	3	-0.4	-18	-1	3	-1
CC(C)(C)C1=NN(c2ccc([N+](=O)[O-])cc2)C(c2ccccc2)C1 (stereo not given)	-8	-21	8	-11	0.0	-3	-34	5	10
COc1ccc(/C=C2\NC(=S)N(CC3CCCO3)C2=O)c(OC)c1C (stereo not given)	-16	-3	-14	6	0.0	-14	21	-5	6
CC1Cc2ccccc2N1CC(=O)NCc1ccc2c(c1)OCO2 (stereo not given)	-12	-8	-3	-1	-0.3	-20	-1	2	3
O=C(O)c1ccccc1-n1c(-c2ccccc2)cc2c1CCCC2=O	/	-9	-5	1	-0.5	-5	0	9	0
CCCC(C)C(=O)NCc1ccc2c(c1)OCO2 (stereo not given)	-6	-13	-5	3	-0.5	3	-2	2	-2
CC(NCC1(N2CCOCC2)CCCCC1)C(=O)Nc1ccc(Cl)cc1Cl (stereo not given)	8	-5	-3	-5	1.7	-6	-4	9	-7
Cc1ncc2c(c1OC(=O)c1ccccc1)COC(C)(C)OC2	-8	-7	-4	1	-0.7	5	1	-16[fluorescence artefact?]	0
CCOc1ccc(NC(=S)N2c3ccccc3CC2C)cc1 (stereo not given)	-11	-5	-4	2	0.5	5	-1	-21	27
Cc1ccc(OCc2nnc(SCC(=O)c3cccs3)n2-c2ccccc2)cc1C	-6	-29	1	-8	-0.1	-3	-1	-2	0
CSc1cccc(NC(=O)CCc2ccccc2)c1	-6	3	1	0	3.2	-10	2	-5	-5
CCS(=O)(=O)c1cc([N+](=O)[O-])c(Sc2ccccc2NC(C)=O)s1	-5	-10	-21	38	-0.7	0	-3	2	20
CCN1CCN(C(C(=O)NC2CCCCC2)c2ccc(Cl)cc2)CC1 (stereo not given)	-14	-7	4	0	3.9	10	2	2	0
Cc1ccc(C2(C)NC(=O)N(CC(=O)Nc3c(C)n(C)n(-c4ccccc4)c3=O)C2=O)cc1 (stereo not given)	-6	-25	0	-1	1.4	-22	2	4	0
O=C(Cc1coc2ccc3ccccc3c12)NC1CCCc2ccccc21 (stereo not given)	-10	/	-7	2	0.0	0	-1	-1	3
COc1ccc(NC(=O)Nc2cccs2)cc1OC	3	-17	4	18	0.8	-10	1	8	2
Cc1cccn2cc(CNC(=O)CC3CCCC3)nc12	-4	-12	5	-3	-0.1	3	1	-1	-1
CCN(CC)C(=O)c1ccc(C(=O)c2c(C)cc(C)cc2C)cc1	2	-6	6	-4	-0.9	-23	0	/	-10
COc1ccc(OC)c(-n2c(-c3cccc(C)c3)n[nH]c2=S)c1	1	-12	-2	0	0.9	-6	14	3	26
COc1ccc(S(=O)(=O)NC(CC(=O)N2CCc3ccccc32)c2ccco2)cc1 (stereo not given)	-7	8	-8	0	0.0	-11	-1	2	0
COc1ccc(CCNC(=O)c2ccc(-c3ccc([N+](=O)[O-])cc3Cl)o2)cc1	-67	-1	0	23	1.4	-78	2	-4	0
Cc1cc(N2CCN(c3ccccc3)CC2)nc(-n2nc(C)cc2C)n1	-1	-15	-5	0	0.2	11	0	2	0

Molecules shown so far containing a nitro group on carbon:
SMILES	p47phox inh	Mdm2 ligase inh	TbHK1 inh	Runt-CBFb FRET	L929 necroptosis	EBV gp42 inh	Runt-SMMHC FRET	14-3-3 Bad PPI	Hck-Nef inh
O=[N+]([O-])c1c(NCCO)cc(N2CCC3(CC2)OCCO3)c2nonc12	-8	7	-14	-8	-0.2	0	-28	1	3
CC(C)(C)C1=NN(c2ccc([N+](=O)[O-])cc2)C(c2ccccc2)C1 (stereo not given)	-8	-21	8	-11	0.0	-3	-34	5	10
CCS(=O)(=O)c1cc([N+](=O)[O-])c(Sc2ccccc2NC(C)=O)s1	-5	-10	-21	38	-0.7	0	-3	2	20
COc1ccc(CCNC(=O)c2ccc(-c3ccc([N+](=O)[O-])cc3Cl)o2)cc1	-67	-1	0	23	1.4	-78	2	-4	0

Other results.
SMILES	p47phox inh	Mdm2 ligase inh	TbHK1 inh	Runt-CBFb FRET	L929 necroptosis	EBV gp42 inh	Runt-SMMHC FRET	14-3-3 Bad PPI	Hck-Nef inh
COCc1c(C(=O)N/N=C/C2CC=CCC2)nnn1-c1nonc1N (stereo not given)	-12	1	7	0	1.0	-9	4	1	4
Cn1cc(SCC(=O)N2CCCc3ccccc32)c2ccccc21	-4	2	3	1	0.3	12	0	6	6
COCCn1c(SCC#N)nnc1-c1ccccc1O	-6	-5	3	0	-0.2	-16	7	4	-8
COc1ccc(C)cc1NC(=O)C1CCN(S(=O)(=O)c2cccc3cccnc23)CC1	-2	-15	-8	-1	0.1	-13	-5	9	11
CN(C)c1nc(N)c([N+](=O)[O-])c(NCc2ccccc2)n1	6	14	-8	-3	0.8	-5	-1	-7[fluorescence artefact?]	-2
CCNC(=S)Nc1cccc(S(=O)(=O)NC2=NCCC2)c1	-5	-8	9	3	-0.2	6	2	-11	-13
CCOC(=O)C(Oc1ccc(=O)[nH]n1)C(C)=O (stereo not given)	-9	-13	6	-1	0.2	-8	0	-7	1
C/C=C/Cn1c(SCc2ccccc2)nc2c1c(=O)[nH]c(=O)n2C	4	1	15	2	-0.2	-11	3	-2	1
CC(C)CCn1c(=O)c2ccccc2n2c(CCl)nnc12	0	-16	-1	0	-0.1	-12	0	-3	26
N#Cc1c(N2CCN(C(=O)c3ccco3)CC2)nc(-c2ccccc2)c2c1CCCC2	-34	8	10	-4	-0.2	-28	-2	13	10
COC(=O)c1ccc(CSc2nc3c(cnn3-c3ccccc3)c(=O)[nH]2)o1	-6	-10	-1	-9	0.8	-9	-4	-4	7
C/C(=N\NC(=O)c1ccccc1)c1ccccc1F	-6	-19	1	0	2.8	-6	-1	-8	-2
CN(Cc1nc(-c2ccccn2)no1)S(=O)(=O)c1ccc(Br)cc1	-5	-15	-5	1	0.8	-1	-2	-11[fluorescence artefact?]	1
CCN(c1ccccc1)S(=O)(=O)c1ccc(Cl)nc1	-18	-5	-1	2	0.0	-11	1	7	3
CCc1ccc(/C=C2/C(=O)N(CC)C(=S)N2C)s1	-6	-3	-11	-7	0.1	-15	-6	-2[fluorescence artefact?]	-2
O=C(Cn1c2c(c(=O)n3ncnc13)CCC2)N/N=C/c1cccs1	-4	-9	-17	1	0.8	-12	-1	-2	10
O=C(CSc1nnc(COc2ccccc2)o1)Nc1nccs1	4	/	-3	-1	/	-7	-118	9	0
O=CN(/C=C1\Sc2ccccc2C1=O)Cc1ccccc1	-29	-13	-12	37	0.2	-23	67*	0	15
Cc1cc2c(cc(C(=O)NCCCN3CCOCC3)n2Cc2ccc(Cl)cc2)o1	-9	-10	-12	-2	0.8	-1	5	-22	2
CC(OC(=O)CCCOc1ccccc1)C(=O)NC(N)=O (stereo not given)	-6	/	-6	2	-0.5	2	3	-14[fluorescence artefact?]	-2
CCC(c1nnnn1CCOC)N1CCN(c2cccc(C(F)(F)F)c2)CC1 (stereo not given)	-12	-1	-2	-5	-1.1	1	4	9	6
CCOc1ccccc1-c1nnc(SCC(=O)Nc2ccccc2)o1	-3	-6	4	-1	/	1	-3	3	-5
COc1cccc(CN2CCNC(=O)C2CC(=O)N(C)CCc2ccccn2)c1 (stereo not given)	-7	1	3	2	0.3	-1	-2	-23	3
CN(C)CCNC(=O)COc1ccc(C23CC4CC(CC(C4)C2)C3)cc1	-13	-22	0	-2	-1.5	-23	0	12	2
[O-][n+]1onc2c1C(N1CCOCC1)CCC2N1CCOCC1 (stereo not given)	-3	-1	0	2	0.2	-13	3	-10	1

Ordered by count of non-hydrogen atoms (low to high): part of the list above.
SMILES	p47phox inh	Mdm2 ligase inh	TbHK1 inh	Runt-CBFb FRET	L929 necroptosis	EBV gp42 inh	Runt-SMMHC FRET	14-3-3 Bad PPI	Hck-Nef inh
CCNC(=S)Nc1cccc(S(=O)(=O)NC2=NCCC2)c1	-5	-8	9	3	-0.2	6	2	-11	-13
CCC(c1nnnn1CCOC)N1CCN(c2cccc(C(F)(F)F)c2)CC1 (stereo not given)	-12	-1	-2	-5	-1.1	1	4	9	6
Cc1cc2c(cc(C(=O)NCCCN3CCOCC3)n2Cc2ccc(Cl)cc2)o1	-9	-10	-12	-2	0.8	-1	5	-22	2

Further structures
SMILES	p47phox inh	Mdm2 ligase inh	TbHK1 inh	Runt-CBFb FRET	L929 necroptosis	EBV gp42 inh	Runt-SMMHC FRET	14-3-3 Bad PPI	Hck-Nef inh
C=CCOc1c(Br)cc(/C=N\n2nnnc2N)cc1OC	2	-12	-1	0	0.8	-3	-1	-5[fluorescence artefact?]	1
COc1ccc(C(=O)NCC2OCCc3ccccc32)c(O)c1 (stereo not given)	1	-18	1	-1	0.5	-11	0	-13	6
O=C(N/N=C/c1nn(-c2ccccc2)cc1-c1ccc(Cl)cc1)c1ccncc1	-13	5	-26	-1	-0.7	-24	-1	1	21
CCOc1ccc(-c2nnc3ccc(SCC(=O)Nc4nc5ccc(C)cc5s4)nn23)cc1	0	-16	-16	-5	-0.3	-5	-10	-6[fluorescence artefact?]	4
Cc1cc(C)n2c(SCCO)nnc2n1	-13	-2	-7	0	1.0	-9	-1	7	-2
O=C(O)CCC(=O)NC1CCCCCCC1	-14	-1	48	-1	0.4	-13	-2	2	11
COc1cc(C)c(S(=O)(=O)N2CCOCC2)cc1C	-4	-1	-3	1	-1.5	-15	0	8	-7
Cc1nc(-c2cccnc2)sc1C(N)=O	-2	1	0	-1	0.1	-17	1	9[fluorescence artefact?]	1
